Bioassay records: PubChem BioAssay, several laboratories
CRFBP-R2 agonist – agonists of human CRF-binding protein/CRF-R2 receptor complex. HEK293 CRF-R2/CRF-BP, calcium dye fluorescence (FLIPR); percent of saturating CRF peptide response. activation, % at 13.2 µM. hit rate 0.46% among 350,000. AID 588473;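 active means activation of at least 50%, plus an integration ratio under a set limit after plate pattern correction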;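 further: plate controls were neutral control wells without compound for no effect and CRF at EC100 for full effect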
M5 ag – CHRM5 agonism in calcium assay; AID 624037; hit rate 0.19% among 360,000; activation, % at 3 µM; P08912; CHO-K1 hM5 cells, Fluo-8 calcium fluorescence; 0% DMSO wells, 100% maximal acetylcholine response;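 active means activation above the run's mean over test compounds plus 3 SD, cut at about 23% in these data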;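 further: signal is peak over basal fluorescence ratio across the kinetic read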
CHRM4 PAM – CHRM4 positive allosteric modulation; hit rate 0.4% among 360,000; P08173; CHO-K1 hM4/Gqi5, Fluo-8 calcium fluorescence, ACh EC20; 0% = ACh EC20, 100% = maximal ACh; AID 624126; activation, % at 3 µM;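 active means activation above its plate's cutoff, the mean activation of sample wells plus 3 SD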; further: some results filed as inactive read as strong as hits
Target sequence (P08173 whole entry, looked up): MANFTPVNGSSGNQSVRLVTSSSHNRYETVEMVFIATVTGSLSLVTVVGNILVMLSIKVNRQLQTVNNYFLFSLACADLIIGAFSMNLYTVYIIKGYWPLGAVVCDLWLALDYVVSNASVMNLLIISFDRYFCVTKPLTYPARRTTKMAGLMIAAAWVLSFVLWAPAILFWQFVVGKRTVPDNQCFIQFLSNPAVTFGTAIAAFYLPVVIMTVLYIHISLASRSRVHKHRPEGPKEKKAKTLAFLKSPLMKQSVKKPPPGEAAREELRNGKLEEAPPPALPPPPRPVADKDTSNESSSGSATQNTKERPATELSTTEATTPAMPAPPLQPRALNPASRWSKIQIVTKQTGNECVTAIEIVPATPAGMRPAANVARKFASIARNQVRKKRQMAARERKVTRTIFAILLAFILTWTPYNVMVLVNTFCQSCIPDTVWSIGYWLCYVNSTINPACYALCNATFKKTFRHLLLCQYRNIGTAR
CHRM4 antagonist – antagonists of human muscarinic M4 receptor (CHRM4). P08173. CHO-hM4 cells, ACh EC80, Fluo-8 calcium fluorescence. inhibition, % at 3 µM. hit rate 0.73% among 360,000. AID 624125;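 active means inhibition above its plate's cutoff, the mean inhibition of sample wells plus 3 SD, cut at about 27% in these data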;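 further: 0% = acetylcholine EC80 with DMSO and 100% = DMSO without agonist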
CHRM5 antagonist – blocks acetylcholine activation of human M5 receptor; hit rate 0.59% among 360,000; AID 624040; inhibition, % at 3 µM; P08912; CHO-hM5 cells, Fluo-8 calcium fluorescence, ACh EC80;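 active means inhibition above a per-plate cutoff, the mean of that plate's test compounds plus 3 SD, cut at about 27% in these data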;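 further: 0% = acetylcholine EC80 with DMSO and 100% = DMSO without agonist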
M4 ag – CHRM4 agonism in calcium assay; CHO-K1 hM4/Gqi5, Fluo-8 calcium fluorescence; vehicle 0%, full acetylcholine response 100%; activation, % at 3 µM; hit rate 0.14% among 360,000; AID 624127;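 active means activation above the run mean over all test wells plus 3 SD, cut at about 32% in these data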;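 further: peak over basal fluorescence ratio per well then scaled between controls; 0% = DMSO wells and 100% = acetylcholine at EC100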
M5 PAM – positive allosteric modulators of human muscarinic M5 receptor. P08912. CHO-K1 hM5, Fluo-8 calcium, ACh EC20 PAM; 0% = ACh EC20, 100% = ACh EC100. activation, % at 3 µM. hit rate 0.3% among 360,000. AID 624038;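 active means activation above the run cutoff, the mean activation of all test compounds plus 3 SD, cut at about 18% in these data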
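System – CHO-K1 hM5 cells · Compound – 3 µM, single dose · Incubation – compound preincubation 140 s before EC20 acetylcholine addition · Technique – Fluo-8 calcium fluorescence · Measure – Max/basal fluorescence ratio as % of EC20–EC100 ACh window · Benchmarks – low control EC20 acetylcholine (0%), high control EC100 acetylcholine (100%) · Replication – singlicate, one well per test compound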
M1 antag – human CHRM1 antagonism; hit rate 1.3% among 360,000; inhibition, % at 3 µM; CHO-K1 hM1, Fluo-8 calcium fluorescence, ACh EC80 antagonist; P11229;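 active means percent inhibition above its own plate's cutoff, namely the mean of that plate's compound wells plus 3 SD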;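 further: peak over basal fluorescence ratio during 140 s after agonist addition; 0% = ACh EC80 plus DMSO and 100% = DMSO alone without agonist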
Target sequence (P11229 whole entry, looked up): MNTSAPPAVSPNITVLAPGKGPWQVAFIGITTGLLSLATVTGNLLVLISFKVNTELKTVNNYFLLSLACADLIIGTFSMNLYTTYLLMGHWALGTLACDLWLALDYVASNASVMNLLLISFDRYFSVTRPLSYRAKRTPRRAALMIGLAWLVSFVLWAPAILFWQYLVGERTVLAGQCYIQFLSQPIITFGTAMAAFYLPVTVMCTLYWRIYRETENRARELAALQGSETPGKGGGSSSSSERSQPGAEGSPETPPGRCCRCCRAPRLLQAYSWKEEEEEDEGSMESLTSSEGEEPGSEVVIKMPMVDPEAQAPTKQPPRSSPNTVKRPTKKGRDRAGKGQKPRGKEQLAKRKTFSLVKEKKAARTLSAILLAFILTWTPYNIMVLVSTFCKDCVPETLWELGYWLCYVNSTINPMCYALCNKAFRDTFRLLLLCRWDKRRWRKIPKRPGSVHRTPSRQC
M1 PAM – human CHRM1 positive allosteric modulation; AID 588819; hit rate 0.088% among 360,000; activation, % at 3 µM; P11229; CHO-K1 hM1, Fluo-8 calcium fluorescence, ACh EC20; 0% = ACh EC20, 100% = maximal ACh; in the data active means activation above about 19%, passing the limit was not always enough
The depositor's hits bear a star; · = not tested or not shown. An unsorted share of the library (roughly 2.8% active in at least one column).

CRFBP-R2 agonist	M5 ag	CHRM4 PAM	CHRM4 antagonist	CHRM5 antagonist	M4 ag	M5 PAM	M1 antag	M1 PAM	mol
0.0	-1.4	7.2	-5.0	-0.9	1.2	-1.3	-11.3	8.7	COc1cc(/C=C2/C(=N)N3OC(C)=CC3=NC2=O)ccc1OCCOc1ccc(C)cc1
0.7	-5.1	-8.1	-12.9	7.3	0.4	0.3	-1.5	0.4	O=C(O)CCC(=O)c1ccc2c(c1)CCCC2
-1.2	-8.4	0.3	15.7	4.3	0.2	-5.7	0.7	4.2	CCn1nnnc1SCC(=O)c1ccc2c(c1)OCCO2
-0.5	-1.9	7.9	-9.0	5.1	1.3	2.1	-10.5	11.2	COc1ccc(C2C(C#N)=C(N)OC3=C2C(=O)CC(C)(C)C3)cc1 (centres undefined)
0.6	-6.0	8.3	2.3	0.7	0.3	9.4	-5.4	4.2	Cn1nnc2c(NCc3ccco3)nccc21
·	0.6	-3.9	-0.5	4.3	7.4	-1.5	-1.8	-4.3	Cc1ccc(F)cc1C(=O)N1CCCC(c2cc(C(=O)NCc3ccc(F)cc3)no2)C1 (centres undefined)
-1.3	-2.7	2.6	-0.8	1.4	0.3	5.0	-14.8	7.9	COc1cc(C2NC(=O)NC(C)=C2C(=O)OC2CCCC(C)C2)cc(Br)c1O (centres undefined)
7.6	-11.0	-1.0	-7.5	7.4	0.1	1.1	1.0	-3.9	CCN1CCN(CCNC(=O)c2ccc3c(c2)N(Cc2cccc(Cl)c2)C(=O)c2ccccc2S3=O)CC1 (centres undefined)
-0.4	6.0	0.6	-4.2	-2.5	2.3	-2.0	-8.6	-0.9	Cc1nn2c(=O)cc(CSc3nc4ccccc4[nH]3)nc2s1
-4.1	-4.2	8.5	-5.0	4.7	0.8	1.7	-11.0	8.0	CCC(NC(=O)CCc1c(C)c2cc3c(-c4ccccc4)coc3cc2oc1=O)C(=O)O (centres undefined)
15.9	-0.7	-4.2	10.4	-0.2	2.5	-3.7	-10.4	9.1	CCOC(=O)C1=C(CSc2nc(CC)c(C)cc2C#N)OC(N)=C(C#N)C1c1ccc(OC)cc1 (centres undefined)
-1.9	-0.6	2.4	-6.7	-2.4	-0.2	-0.3	-8.0	10.3	Cc1ccc(N=Nc2cc(C)ccc2O)c(C)c1
-0.3	4.5	-0.6	-4.5	2.0	3.7	-3.3	-9.3	0.9	CCc1noc(C)c1C(=O)N1CCN(c2cccc(Cl)c2)CC1
5.6	0.7	7.0	2.9	-5.2	2.0	-0.8	12.9	-7.7	CN(C)S(=O)(=O)N(CC(=O)N1CCOCC1)c1ccccc1
0.0	-4.0	0.7	-8.6	-0.9	1.4	3.1	-5.9	13.6	Cc1c(C(=O)NCCN2CCOC2=O)oc2c(F)cccc12
-1.8	-0.4	-13.5	2.6	12.0	1.9	-7.6	-5.8	3.4	COc1cc2[nH]c3c(N4CCN(c5ccc(Cl)cc5)CC4)ncnc3c2cc1OC
-2.3	0.1	0.2	-5.5	1.9	0.7	5.5	-6.8	10.8	O=c1[nH]n(-c2ccc([N+](=O)[O-])cc2)c(=O)c2ccccc12
-0.1	-0.9	8.3	-0.8	3.1	0.7	0.8	-0.5	6.6	CCCn1nc2cc(C(=O)NCc3ccc(C)cc3)ccc2c1OCC
-2.1	1.9	-7.4	3.0	9.8	-1.1	-2.3	-4.5	2.6	COc1ccc(CNC(=O)Nc2cc(C)cc(C)c2)cc1
66.4*	5.7	4.4	4.1	-6.0	0.2	10.1	10.2	-6.0	COc1cc(N=Cc2c(O)c3ccccc3oc2=O)c(OC)cc1Cl
-1.7	-0.5	11.8	-7.9	-2.0	4.2	0.2	-13.4	9.1	COc1ccc(C(=O)OCC(=O)Nc2ccc(OC)c(S(=O)(=O)N3CCCCC3)c2)cc1[N+](=O)[O-]
-0.6	-6.7	-9.8	-18.9	23.6	1.4	-6.8	-18.0	10.6	O=C(Nc1ccccc1C(=O)N1CCCCCC1)c1ccccc1
0.2	1.3	4.1	4.7	4.4	1.7	3.4	7.5	-1.1	COc1cccc2cc(C(C)=O)oc12
-2.9	-3.5	-9.1	0.1	3.9	4.9	-4.6	-3.0	-2.5	Cc1cccn2c(CNCCSc3nccn3C)c(C(=O)N3CCCCC3)nc12
4.2	-3.6	-2.4	-1.0	4.9	1.0	-1.4	-8.3	5.5	O=P(CCNCc1ccco1)(c1ccccc1)c1ccccc1
1.0	0.6	-4.0	11.1	1.0	1.4	1.9	-6.6	5.5	Cc1ccc(S(=O)(=O)N2CCOCC2)cc1NC(=O)COC(=O)c1cncc(Br)c1
2.6	-3.5	-2.8	2.9	-9.1	0.4	-1.8	-3.2	2.5	Cc1cccc(-n2ncc3c(NCc4ccco4)ncnc32)c1
-3.1	-1.3	1.5	-13.4	-32.8	0.0	6.4	-4.1	4.4	O=C(O)c1ccc(N2C(=O)CC(SC(=NCc3ccc4c(c3)OCO4)Nc3ccc(F)cc3)C2=O)cc1 (centres undefined)
-0.6	-5.2	1.2	5.4	-9.8	0.7	-5.0	7.0	1.3	CC(C)c1ccc(S(=O)(=O)NC2CCCC2)cc1
-0.1	-1.2	3.1	-3.9	3.1	1.8	-3.4	-13.1	11.4	NC(=O)CSc1nc2ccccc2n1Cc1ccccc1F
-1.1	-2.1	1.5	-2.9	10.3	1.1	-6.4	-22.4	8.6	Cc1ccc2c(c1)cc(C(=O)NCc1ccccc1)n2C
-1.7	-2.3	-2.7	5.2	4.5	2.3	0.2	-16.4	9.4	CC(=O)N1CCN(c2ccc(NC(=O)c3cccc(Cl)c3Cl)cc2)CC1
-0.9	7.1	4.0	-15.6	-1.2	1.9	-6.0	-5.6	10.4	O=C(O)c1ccc2c(c1)N(Cc1ccccc1)C(=O)c1ccccc1S2=O (centres undefined)
-1.6	1.5	-0.3	-2.5	-1.3	2.0	-1.2	-3.2	10.7	Cc1[nH]c2ccccc2c1-c1ccc(Cl)nn1
-0.6	-0.4	-8.7	-0.7	5.4	0.5	-9.2	-6.2	3.1	CC(C)OCCCNC(=O)c1ccc2c(c1)NC(=O)c1ccccc1S2
-0.8	-1.1	1.7	-3.1	2.8	2.5	1.2	-3.2	0.9	CCCOc1ccc(C(=O)Nc2ccc3c(c2)OCO3)cc1
-0.6	2.2	-1.5	-7.7	13.5	2.4	-1.5	-4.0	4.2	CN(CC(=O)Nc1cccc(F)c1)C(=O)c1ccc(NC2CC2)c([N+](=O)[O-])c1
1.4	-0.9	-4.8	-0.5	-3.4	7.6	-7.7	-3.7	3.6	COc1ccc(NC(=O)Nc2ccc3c(c2)CCC3)cc1OC
·	0.7	2.6	-7.7	0.8	2.3	-2.1	-11.6	8.8	CC(=O)c1ccc(Nc2nc(C(N)CC(C)C)cs2)cc1 (centres undefined)
-0.6	0.0	0.6	-8.8	1.4	4.0	-2.9	-6.3	10.8	CN1C(=O)C(CC(=O)Nc2ccccc2)S/C1=N/c1nccs1 (centres undefined)
11.6	-5.6	7.0	-8.8	-1.6	0.7	11.5	-7.7	7.4	COc1cccc2cc(-c3nc(-c4cccs4)cs3)c(=O)oc12
0.6	-0.6	1.4	-2.3	-2.9	0.6	-0.6	-0.7	1.8	CCCCn1c(Cl)nc2c1c(=O)n(C)c(=O)n2C
0.7	-2.2	6.7	-9.3	-9.3	-1.2	10.5	-1.6	9.5	O=C(O)C1CCN(C(=O)CSc2nc3cc(Cl)ccc3c(=O)n2Cc2ccccc2)CC1
-0.7	-4.1	0.7	1.1	9.4	-0.2	-5.0	-5.6	3.5	O=C(COc1ccc2ccccc2c1Br)N1CCN(c2ccccn2)CC1
2.5	-0.8	-0.6	-0.7	4.7	0.3	-1.8	3.3	-3.1	O=C1CC(SCCO)C(=O)N1c1ccccc1 (centres undefined)
3.3	-4.9	-10.4	-1.3	0.3	1.3	-1.0	66.6*	-31.8	CC1CCN(CC(C)OC(=O)c2ccc3c(c2)OCCO3)CC1 (centres undefined)
7.3	-3.3	-16.0	0.3	3.2	10.2	-10.3	-5.8	-5.9	OC(COc1ccc(CNCc2cccnc2)cc1)CN1CCc2ccccc2C1 (centres undefined)
2.2	-4.4	0.1	5.0	-5.4	0.6	1.9	-0.3	4.8	O=C(c1cccc(Cl)c1)N1CCC(N2CCC(C(=O)N3CCOCC3)CC2)CC1
0.8	2.7	6.9	3.3	6.2	3.1	5.8	-13.2	8.6	O=C(CSc1nc(-c2ccncc2)nn1CC(=O)N1CCCCC1)NC1CCCC1
-2.4	0.5	16.1	-3.3	-1.4	1.6	-0.2	-4.1	7.5	CCCOC1OC(=O)c2c1ccc(OC)c2OC (centres undefined)
1.1	-0.8	-6.3	-1.5	-3.0	6.6	-8.3	-6.3	0.5	CC(Oc1ccccc1)C(=O)N=Nc1c(O)[nH]c2ccc([N+](=O)[O-])cc12 (centres undefined)
-0.8	-1.5	0.1	1.1	5.7	1.3	-6.8	-10.5	7.4	CCN1CCN(C(=O)CCc2nc3ccccc3n2-c2ccccc2)CC1
-0.4	-2.6	0.1	0.2	-3.2	-1.8	4.2	4.8	-0.9	Cc1ccc(NC(=O)CCc2nnc3ccc(N4CCC(C)CC4)nn23)nc1
1.1	-2.0	0.7	0.1	16.9	-0.4	-2.6	-9.7	9.5	COc1ccc(-c2nnc3n2CCCCC3)cc1
·	-6.8	-11.7	18.2	3.5	-0.4	-7.5	·	·	COc1ccc2c(c1)C(CC(C)=O)N(c1ccc(-c3cccs3)cc1)C(c1ccsc1)=C2 (centres undefined)
-1.0	0.8	2.1	-9.3	-10.4	0.9	1.3	-5.3	10.8	C/C(=N\NC(=O)c1cc([N+](=O)[O-])cc([N+](=O)[O-])c1)c1ccco1
